NPSR antagonist: antagonists of human neuropeptide S receptor cAMP signaling. Q6W5P4. CHO-NPSR cells, cAMP TR-FRET, antagonist mode. Potency, µM (top dose mostly 38.3 µM), for the others: top-dose activity change, negative = inhibition, most hits filed as inhibitors. 220,000 compounds, 1% hits; further: potency means the concentration at half of the fitted maximal effect; on the % scale 0 is the no-effect control and ±100 the full control effect; nearly all actives have a fitted effect of over 50% in size; many of its hits are not listed in these tables
Target sequence (Q6W5P4 whole entry, looked up): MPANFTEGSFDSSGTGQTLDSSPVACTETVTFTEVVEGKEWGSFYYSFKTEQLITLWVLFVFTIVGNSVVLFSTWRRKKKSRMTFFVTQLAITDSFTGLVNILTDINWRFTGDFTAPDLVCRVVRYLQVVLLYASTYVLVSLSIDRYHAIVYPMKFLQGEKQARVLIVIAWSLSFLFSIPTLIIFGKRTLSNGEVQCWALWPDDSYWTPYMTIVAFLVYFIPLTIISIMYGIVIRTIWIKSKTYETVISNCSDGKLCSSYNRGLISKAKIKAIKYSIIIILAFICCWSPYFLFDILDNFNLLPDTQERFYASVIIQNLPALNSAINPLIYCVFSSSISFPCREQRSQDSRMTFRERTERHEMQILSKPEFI
Tau fluor cs: counter-screen for tau fibril formation inhibitors | tau K18 P301L Alexa594 fluorescence, heparin fibrillization | Potency, µM (doses to about 57.7 µM), for the others: top-dose activity change, negative = decrease | 280,000 compounds, 0.93% hits | AID 1463; further: potency means the concentration at half of the fitted maximal effect; on the % scale 0 is the no-effect control and ±100 the full control effect; nearly all actives have a fitted effect of over 55% in size
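Human tau K18 P301L (15 uM unlabeled, 0.24 uM Alexa 594-labeled) in 100 mM sodium acetate pH 7 with 20 uM heparin, 6 hr at 37 C. ThT 30 uM added, 1 hr ambient; Alexa 594 FP and total fluorescence read at 555/632 nm.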
TRb-SRC2 inh: disrupts binding of human TR beta to SRC2 | P10828 | Potency, µM (top dose mostly 106 µM), without a hit: top-dose activity change, negative = inhibition, usual class: inhibitors | TRbeta-SRC2 peptide binding, fluorescence polarization; receptor liganded with 1 µM T3 | AID 1469 | 280,000 compounds, 0.065% hits;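 further: potency means the concentration at half of the fitted maximal effect; plate controls were bound peptide for no effect and peptide without receptor for full effect; nearly all actives have a fitted effect of over 50% in size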
Target sequence (P10828 whole entry, looked up): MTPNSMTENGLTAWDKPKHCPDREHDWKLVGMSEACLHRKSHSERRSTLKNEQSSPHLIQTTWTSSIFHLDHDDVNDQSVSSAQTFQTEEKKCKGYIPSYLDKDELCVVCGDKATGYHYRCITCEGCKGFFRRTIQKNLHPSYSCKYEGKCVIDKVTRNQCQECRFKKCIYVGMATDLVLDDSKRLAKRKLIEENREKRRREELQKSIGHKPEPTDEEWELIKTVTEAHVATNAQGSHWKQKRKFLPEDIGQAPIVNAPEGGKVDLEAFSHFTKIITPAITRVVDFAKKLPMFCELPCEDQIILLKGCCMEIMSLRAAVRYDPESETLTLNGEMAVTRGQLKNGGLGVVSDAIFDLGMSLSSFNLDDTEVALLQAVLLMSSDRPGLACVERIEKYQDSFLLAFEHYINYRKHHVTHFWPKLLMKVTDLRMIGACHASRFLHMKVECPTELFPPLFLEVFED
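Decrease in fluorescence polarization of 20 nM Texas Red SRC2 coactivator peptide flagged inhibition of its binding to 0.6 uM TRb LBD; 1 uM T3 included, incubation 5 hr, ex 555/em 632 nm.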
CBFb-RUNX1 inh: blocks binding between human CBF-beta and RUNX1. Q01196+Q13951. AlphaScreen CBFb-His/RUNX1-biotin binding, biochemical. Potency, µM (highest dose often 59.8 µM), without a hit: at the highest dose activity, negative = inhibition, hits mostly inhibitors. 230,000 tested, under 10 active. AID 1477; further: % of control where 0% means no effect
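Proteins preincubated together for 20 min at RT before compound addition; 15 min later, nickel and streptavidin beads were added and left 90 min prior to AlphaScreen measurement.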
Tau FP inhib: tau fibrillization inhibition (FP). P10636. K18 P301L tau heparin fibrillization, Alexa594 FP, 6 h. Potency, µM (highest dose often 57.7 µM), without a hit: at the top dose activity, negative = inhibition, actives largely listed as inhibitors. 280,000 compounds, 0.39% hits; further: potency means the concentration at half of the fitted maximal effect; on the % scale 0 is the no-effect control and ±100 the full control effect; nearly all actives have a fitted effect of over 55% in size
Target sequence (P10636 561-689 P618L limits assumed): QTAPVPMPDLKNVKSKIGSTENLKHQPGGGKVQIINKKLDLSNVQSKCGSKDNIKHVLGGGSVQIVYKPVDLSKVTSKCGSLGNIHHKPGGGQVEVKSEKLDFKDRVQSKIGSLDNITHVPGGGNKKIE
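FP of Alexa 594-tau after heparin (20 uM) induction. Substrate: human K18 P301L, 15 uM unlabeled, 0.24 uM labeled. Buffer 100 mM sodium acetate pH 7. 6 hr, 37 C.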
Epigenetic reg: regulators of epigenetic silencing causing reporter derepression in mouse cells. murine LDR cells, GFP reporter derepression, 30 h. Potency, µM (highest dose often 53.9 µM), inactives show at the top dose GFP activation, most hits filed as activators. 280,000 compounds, 0.2% hits. AID 1865; further: potency means the concentration at half of the fitted maximal effect; % of control where 0% means no effect; nearly all actives have a fitted effect of over 60% in size
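Murine LDR cells carrying a silenced, genomically integrated CMV-driven GFP reporter were exposed to compound for 30 hours at 37 C. After PBS washes, GFP-positive cells (20–120 um objects) were counted by laser-scanning microplate cytometry.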
TexasRed fluor: Texas Red fluorescence interference in TRb-SRC2 counter-screen; 280,000 compounds, 0.29% hits; TRb/SRC2 Texas Red total fluorescence interference; Potency, µM (series often up to 106 µM), for the others: at the highest dose fluorescence change, negative = quenching; active means well fitted curve in either direction with a large enough effect; inconclusive means small, poorly fitted or top-dose-only effect; further: potency means the concentration at half of the fitted maximal effect; on the % scale 0 is the no-effect control and ±100 the full control effect
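Human TRβ ligand-binding domain (0.6 uM) and Texas Red SRC2 peptide (20 nM) in Tris buffer with 1 uM T3 and 5% DMSO were incubated with pinned compound for 5 hr at ambient temperature. Total fluorescence was computed as S + 2P (555/632 nm).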
aGal spleen mod: inhibits or activates alpha-galactosidase in human spleen homogenate | Potency, µM (top dose mostly 80 µM), without a hit: top-dose activity change, negative = inhibition, hits mostly inhibitors | human spleen homogenate, 4MU-alpha-Gal fluorescence, 40 min | P06280 | 240,000 compounds, 0.008% hits;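 further: potency means the concentration at half of the fitted maximal effect; 0% = enzyme with vehicle and -100% = no enzyme basal signal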
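Spleen homogenate 1 ug + cpd (titration) + 4-MU-alpha-D-galactopyranoside 1 mM; 37C 40 min; 50 mM citrate/phosphate pH 5.0, 0.01% Tween-20; stop pH 10; fluorescence 365/440; AC50 via Hill.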
Active calls of the source: *; ? = inconclusive; . = not tested or not shown; & = joins results of further samples; [ ] = another dose, or the depositor's remark. Unless noted, the call rests on the fitted dose curve; in most records, active means well fitted curve in the direction sought with a large enough effect; inconclusive means small, poorly fitted or top-dose-only effect, or another doubt; inactive means no such curve, though single readings can be large; an effect the other way counts as inactive or inconclusive. These rows are one share of the data, so the mix of outcomes need not match the whole.

Each structure is followed by: aGal spleen mod | TRb-SRC2 inh | Tau fluor cs | Epigenetic reg | Tau FP inhib | NPSR antagonist | CBFb-RUNX1 inh | TexasRed fluor
CC(C)c1cc(C(=O)NNC(=S)NCc2ccco2)c(O)c(C(C)C)c1
  -2% | -19% | ? | 9.4% | 16% | -11% | 7% | 2%
C=CCN(c1ccccc1C(=O)NCC(=O)OCC)S(=O)(=O)c1ccc(C)cc1
  2% | 5% | -6% | 1.1% | 6% | -3% | 12% | -1%
CC(=O)Nc1ccc(N(C(=O)CNC(=O)c2ccco2)C(C(=O)NCc2ccco2)c2ccccc2F)cc1 (stereo not given)
  3% | -5% | 10%[2.34 µM] | 2.1% | 5%[2.34 µM] | -8% | 5% | -3%
CCCNC(=O)CN1C(=O)c2cccnc2Sc2ccccc21
  . | -1% | 7% | 0.0% | -2% | . | . | -3%
CC1CCN(S(=O)(=O)c2ccc(-c3nnc(SCc4cccnc4)o3)cc2)CC1
  -3% | -2% | 8% | -4.2% | -4% | -3%[46.1 µM] | 9% | 0%
COc1ccc(/C(O)=C2/C(=O)C(=O)N(CCN3CCOCC3)C2c2ccccn2)cc1OC (stereo not given)
  -3% | 4% | -6% | -1.0% | 0% | 14%[46.1 µM] | ? | 4%
COc1ccc(-c2ccc(NS(=O)(=O)c3cccc(Cl)c3)cc2)nn1
  . | -2% | ? | -0.9% | -9% | . | . | -4%
Cc1ccccc1NC(=O)c1cc(S(=O)(=O)N2CCOCC2)cs1
  -1% | -11% | 3% | -1.2% | -4% | -7%[46.1 µM] | 13% | 0%
Cc1cccc(NC(=O)c2sc3ncnc(N(C)C4CCCCC4)c3c2C)c1C
  . | -3% | -2% | -0.5% | -1% | . | . | 1%
c1ccc(C2CCC(N3CCC(N4CCCCC4)CC3)CC2)cc1 (stereo not given)
  7% | -4% | 2% | -1.2% | 0% | -2%[46.1 µM] | -1% | 1%
CCn1c(=N)c(C(=O)NC2CCCCC2)cc2c(=O)n3cc(C)ccc3nc21
  . | -1% | -8% | 0.8% | -2% | . | . | -4%
CSCCC(NC=O)C(=O)NC(CC(C)C)C(=O)NC(Cc1ccccc1)C(=O)O (stereo not given)
  11% | 3% | -4% | 2.2% | -5% | . | -3% | -1%
Cc1ccccc1C(=O)NC(=S)NCCc1ccccc1
  5% | 1% | -15% | -1.8% | -1% | -21% | 18% | 0%
CC(C)(C)OC(=O)N1CCC(c2c(C(=O)NCc3ccco3)cnn2-c2ccccc2Cl)CC1
  . | -1% | -17% | 0.0% | -7% | . | . | 0%
CCc1ccc2oc(C(=O)NCc3ccc(S(N)(=O)=O)cc3)c(C)c2c1
  4% | 2% | 1% | -1.3% | -2% | -7% | -3% | -3%
COc1ccccc1CSc1nc2ccccc2[nH]1
  -2% | -10% | -13% | 1.2% | -6% | 6%[46.1 µM] | 13% | -4%
COC(=O)c1c(NC(=O)c2ccccc2C(=O)O)sc2c1CCCC2
  . | -15% | 6% | -1.6% | 9% | . | . | 3%
CC(C)Oc1ccc(C(=O)N(Cc2ccco2)C2CCS(=O)(=O)C2)cc1 (stereo not given)
  -14% | -8% | 0% | -1.0% | -3% | ? | 3% | -6%
CCOc1cc(C(=O)Nc2nnc3n2CCS3)cc(OCC)c1OCC
  . | 0% | -1% | 0.8% | -13% | . | . | -2%
Cc1nnc(SCC(=O)NC(C)c2ccccc2)[nH]c1=O (stereo not given)
  -3% | -2% | -2% | 0.0% | -2% | -4%[46.1 µM] | 8% | 0%

Compounds from the list above that have an aryl thioether with sulfur outside any ring:
Each structure is followed by: aGal spleen mod | TRb-SRC2 inh | Tau fluor cs | Epigenetic reg | Tau FP inhib | NPSR antagonist | CBFb-RUNX1 inh | TexasRed fluor
CC1CCN(S(=O)(=O)c2ccc(-c3nnc(SCc4cccnc4)o3)cc2)CC1
  -3% | -2% | 8% | -4.2% | -4% | -3%[46.1 µM] | 9% | 0%
COc1ccccc1CSc1nc2ccccc2[nH]1
  -2% | -10% | -13% | 1.2% | -6% | 6%[46.1 µM] | 13% | -4%
Cc1nnc(SCC(=O)NC(C)c2ccccc2)[nH]c1=O (stereo not given)
  -3% | -2% | -2% | 0.0% | -2% | -4%[46.1 µM] | 8% | 0%

Next section
Each structure is followed by: aGal spleen mod | TRb-SRC2 inh | Tau fluor cs | Epigenetic reg | Tau FP inhib | NPSR antagonist | CBFb-RUNX1 inh | TexasRed fluor
CCOC(=O)c1snc2c(=O)[nH]cnc12
  23% | 0% | 4% | -0.7% | -5% | -4%[46.1 µM] | 3% | 1%
CCCCOc1ccc(C(=O)N(Cc2ccc(C(C)C)cc2)C2CCS(=O)(=O)C2)cc1 (stereo not given)
  . | 3% | -11% | 0.8% | 0% | . | . | -2%
Cc1ccc2c(c1)nnn2C1CCN(CC(=O)NCCc2nc3ccccc3[nH]2)CC1
  1% | 4% | -9% | -2.2% | -3% | -20%[46.1 µM] | 3% | 1%
Cc1c(C(=O)N2CCCC2)oc2c1-c1[nH]ncc1CC2
  -1% | 1% | -21% | 3.7% | -8% | 23% | 1%[2.36 µM] | -1%
CC(=O)N(c1ccccc1)c1nc(/C=C/C(=O)O)cs1
  4% | -1% | 0% | 0.0% | 3% | 10% | 9% | 0%
COc1ccc2oc(=Nc3cccc(F)c3)c(C(N)=O)cc2c1
  3% | -4% | 1% | 1.4% | -4% | -7% | -5% | -1%
O=C(Nc1ccccc1)Oc1ccccc1N1CCOCC1
  3% | 9% | -1% | 1.4% | 2% | -10% | -2% | 0%
Cc1c(NC(=O)CN2C(=O)NC3(CCC(C)CC3)C2=O)c(=O)n(-c2ccccc2)n1C (stereo not given)
  -1% | 7% | 1% | 6.7% | -6% | 13% | 5% | -2%
CCC(C)(C(=O)NC1CCCCC1)N(C(=O)c1ccccn1)c1ccc(C)cc1 (stereo not given)
  11% | 4% | -7% | 0.7% | 5% | 0%[46.1 µM] | -2% | -2%
COc1ccc(CSc2nnc3n(C)c(=O)c4c5c(sc4n23)CCCC5)cc1
  3% | -2% | 5% | -1.8% | 8% | -11%[46.1 µM] | 1% | 1%
Cc1cc(N2CCN(C)CC2)nc2ccc(NC(=S)N3CCC4(CC3)OCCO4)cc12
  3% | 0% | -17% | 7.9% | 0% | 8% | -8% | 0%
Cc1csc2c(=O)sc(NC(=O)c3cccs3)nc12
  13% | -9% | ? | -3.1% | -8% | ? | -2% | 0%
COc1cc(-c2nnc(-c3ccco3)o2)ccc1OCc1ccccc1
  -4% | -7% | -20% | -1.0% | 9% | -29% | 4% | -1%
CCOC(=O)C1CCN(c2nc3c(C)cccn3c(=O)c2/C=C(\C#N)S(=O)(=O)c2ccccc2)CC1
  5% | 2% | -30% | -0.3% | -6% | 4%[7.67 µM] | -13% | -3%
CCCCOC(=O)C1=C(C)Nc2ncnn2C1c1cc(OC)ccc1OC (stereo not given)
  4% | 5% | -8% | -0.9% | -3% | -11%[46.1 µM] | -3% | 1%
CCOC(=O)C(Cc1c(F)cccc1Cl)c1ccno1 (stereo not given)
  -1% | 6% | -3% | -0.1% | 0% | -14% | 0% | -10%
CC(=O)Oc1ccc(-c2cccc(C(=O)NCCCO)c2)cc1
  -7% | -5% | 4% | -0.9% | -5% | 15% | -1% | 0%
O=C(COC(=O)c1sc2cc(F)ccc2c1Cl)Nc1ncc(Cl)cc1Cl
  5% | -14% | -2% | 5.9% | 3% | 7% | 5% | 1%
Cc1cc(S(=O)(=O)N2CCN(Cc3ccc4c(c3)OCO4)CC2)cc(C)c1N1CCCC1=O
  -1% | -1% | -11% | -1.0% | 4% | -2% | -4% | 0%
C=CCn1cccc(/C=C/C(=O)c2ccc(C(C)(C)C)cc2)c1=S
  -7% | -15% | -11% | 1.1% | 16% | -51% | -26% | 1%
O=S(=O)(c1ccc(N2CCN(CCO)CC2)nc1)N1CCCCC1
  -3% | -10% | 0% | -1.2% | 1% | -7%[46.1 µM] | 16% | 0%
COC(=O)c1ccc(C23CC4(C2)[C@H](CN(CC2CCCCC2)[C@@H]4c2ccccc2)C3c2ccccc2)cc1 (stereo not given in full)
  -3%&-16% | -2%&5% | -4%&11% | 3.5%&2.9% | -10%&-7% | -11% | -5%&2% | -5%&-3%
Cc1ccc(C)c(C(=O)CSc2n[nH]c(C)n2)c1
  ? | -13% | 1% | -5.1% | -5% | 6%[46.1 µM] | -5% | 0%
COc1cc(NC(=O)NCCN2CCN(c3ccccc3)CC2)cc(OC)c1OC
  . | 4% | -9% | 1.2% | 3% | . | . | -2%
CCn1c2ccccc2c2cc(NC(=O)Nc3ccc([N+](=O)[O-])cc3C)ccc21
  1% | 8% | 8.9µM*[quencher] | 3.2% | 5% | -9% | 5% | 0%
O=C(CNC(=O)c1ccccc1Cl)OC1CCOC1=O (stereo not given)
  -1% | -2% | -3% | 0.4% | -3% | 5% | -2% | 0%
Cn1c(SCC(=O)Nc2cccc(NC(=O)c3cccs3)c2)nnc1-c1ccncc1
  -6% | -2% | 3% | -0.4% | -1% | -9%[46.1 µM] | -9% | 1%
Cc1ccc(Nc2nc(N)nc(CSc3nccn3C)n2)cc1
  -26% | -19% | 4% | 2.2% | 8% | 23%[46.1 µM] | 13% | 2%
O=C(NCc1ccco1)c1cccc(NC(=O)c2ccco2)c1
  -7% | -5% | -11% | 0.0% | -10% | -4%[46.1 µM] | 0% | -5%
COc1ccc(C)cc1NC(=O)C1CCCCC1C(=O)O (stereo not given)
  -2% | -2% | 0% | -5.1% | -8% | -1%[46.1 µM] | -17% | -1%
FC(F)(F)c1cccnc1N1CCN(c2ncnc3nc[nH]c23)CC1
  0% | 2% | -6% | -0.8% | 1% | -3%[46.1 µM] | 8% | -1%
CCOc1ccc(NC(=O)c2c(C)oc3nc(C)nc(N4CCOCC4)c23)cc1
  . | -2% | 2% | 0.8% | -1% | . | . | 3%
COc1ccc(OC)c(CNC(=O)c2ccc(Sc3ccc(Cl)cc3)c(NC(C)=O)c2)c1
  . | 2% | -26% | 4.4% | 5% | . | . | -1%
c1cnc2ccc(C(c3nnnn3C3CCCCC3)N3CCCCC3)cc2c1 (stereo not given)
  -10% | -9% | -6% | 1.0% | 0% | -15%[46.1 µM] | 0% | -7%
Cn1ccnc1SCC(=O)Nc1cccc(S(=O)(=O)N2CCCCCC2)c1
  0% | -6% | -5% | -2.3% | 4% | -6% | -10% | -3%
